E coli growth: counter-screen for AddAB inhibitors: E. coli growth inhibition | actives 0.27% (n = 330,000) | inhibition, % at 11.9 µM | E. coli V3065 growth, OD600 absorbance, 18 h | AID 449728;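 active = inhibition above the campaign's mean inhibition across all tested compounds plus 3 SD, cut at about 9.9% in these data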;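 note: uninfected addAB+ strain grown without phage in ampicillin broth; 0% = DMSO wells and 100% = ciprofloxacin 0.95 µg/ml wells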
phage Ecoli inh: E. coli growth loss with phage present; growth absorbance; inhibition, % at 11.9 µM; actives 0.26% (n = 360,000); AID 651602; in the data active = inhibition above about 11%
DAGLB inh: diacylglycerol lipase beta (human) inhibition. Q8NCG7. HEK293T DAGLB membrane lysate, EnzChek fluorogenic substrate. inhibition, % at 5.17 µM. actives 0.059% (n = 340,000). AID 504411; in the data active = inhibition above about 34%;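 note: 0% = enzyme with vehicle and 100% = wells lacking enzyme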
Target sequence (Q8NCG7 whole entry, looked up): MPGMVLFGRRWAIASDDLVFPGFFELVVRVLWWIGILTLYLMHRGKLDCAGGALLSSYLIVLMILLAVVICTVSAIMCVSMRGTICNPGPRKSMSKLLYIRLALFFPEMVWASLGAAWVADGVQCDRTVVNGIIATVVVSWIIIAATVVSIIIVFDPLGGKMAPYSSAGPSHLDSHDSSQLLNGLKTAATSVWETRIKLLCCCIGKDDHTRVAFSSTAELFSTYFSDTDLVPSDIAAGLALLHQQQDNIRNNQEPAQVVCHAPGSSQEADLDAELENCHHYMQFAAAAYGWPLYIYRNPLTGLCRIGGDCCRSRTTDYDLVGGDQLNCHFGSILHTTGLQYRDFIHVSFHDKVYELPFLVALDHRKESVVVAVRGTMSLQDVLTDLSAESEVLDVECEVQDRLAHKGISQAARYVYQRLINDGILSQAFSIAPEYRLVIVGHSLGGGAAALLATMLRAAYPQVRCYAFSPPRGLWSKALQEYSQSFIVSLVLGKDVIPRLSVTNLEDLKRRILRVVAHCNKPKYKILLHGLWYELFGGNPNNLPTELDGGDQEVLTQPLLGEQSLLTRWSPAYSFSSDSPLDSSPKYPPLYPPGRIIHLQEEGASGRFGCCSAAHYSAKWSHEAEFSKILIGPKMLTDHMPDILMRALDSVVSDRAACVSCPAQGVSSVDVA
Rtt109 Vps75: inhibitors of Candida albicans Rtt109/Vps75 histone acetyltransferase; Q5AAJ8; purified Rtt109/Vps75, ThioGlo CoA-SH fluorescence, 4 h; inhibition, % at 34.9 µM; actives 0.16% (n = 330,000); AID 540336;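 active = inhibition of at least 50% in every replicate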
Target sequence (Q5AAJ8 whole entry, looked up): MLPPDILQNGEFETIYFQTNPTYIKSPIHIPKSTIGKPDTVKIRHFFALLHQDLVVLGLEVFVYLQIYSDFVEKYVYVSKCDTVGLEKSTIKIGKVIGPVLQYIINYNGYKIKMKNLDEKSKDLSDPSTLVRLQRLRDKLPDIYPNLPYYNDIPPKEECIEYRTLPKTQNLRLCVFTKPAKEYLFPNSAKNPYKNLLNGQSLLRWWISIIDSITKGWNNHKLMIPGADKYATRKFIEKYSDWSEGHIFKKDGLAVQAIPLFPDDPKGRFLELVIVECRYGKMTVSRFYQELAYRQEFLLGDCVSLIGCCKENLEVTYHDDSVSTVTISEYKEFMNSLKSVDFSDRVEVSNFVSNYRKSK
CAL PDZ inh: human CAL PDZ-peptide interaction inhibition | Q9HD26 | AID 504414 | inhibition, % at 20 µM | actives 0.02% (n = 330,000) | purified CAL PDZ, TMR-peptide fluorescence polarization, 1 h;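 active = highest replicate inhibition of at least 40%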;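 note: plate controls were DMSO neutral control wells for no effect and unlabeled competitor peptide control wells for full effect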
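material = purified tagged CAL PDZ domain construct (CerCALP) | buffer or medium = sodium phosphate/NaCl buffer pH 7.4 with TCEP, IgG, Thesit | reagent = TMR-labelled reporter peptide T*-PRC34 bound in PDZ groove | incubation = 1 h room-temperature incubation prior to read | measured by = fluorescence polarization (mP) | evaluation = percent inhibition from loss of millipolarization | control set = unlabelled peptide and DMSO controls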
PvdQ inh: blocks Pseudomonas aeruginosa PvdQ acylase activity; purified PvdQ acylase, fluorescence plate reader; inhibition, % at 10 µM; actives 0.063% (n = 340,000); AID 488965; in the data active = inhibition above about 30%, passing the limit was not always enough;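 note: 0% = vehicle neutral wells and 100% = reference inhibitor wells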
PfHsp90 yeast 2: growth inhibition of yeast expressing Plasmodium Hsp90; actives 0.32% (n = 310,000); inhibition, % at 9.4 µM; S. cerevisiae expressing PfHsp90, BacTiter-Glo ATP, 48 h; yeast lacking PDR1 and PDR3 efflux regulators;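 active = every replicate shows inhibition above about 80%, whatever the replicate mean, limit read from the data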;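 note: 0% = DMSO neutral controls and 100% = 20 µM radicicol positive controls; yeast relying on Plasmodium falciparum Hsp90 in place of its own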
AddAB inh: less growth of phage-infected E. coli with AddAB | E. coli expressing H. pylori AddAB, absorbance growth | inhibition, % at 11.9 µM | actives 0.29% (n = 330,000); in the data active = inhibition above about 12%;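 note: 0% = vehicle wells of infected cells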
Tat transport: blocks Tat-dependent protein export in E. coli; E. coli MC4100 TorA-mCherry Tat export, fluorescence; inhibition, % at 10 µM; AID 488895; actives 0.036% (n = 340,000);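 active = mean replicate inhibition at least 50% and at least half of replicates individually reaching 50%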;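 note: exported cargo escapes ClpAP degradation while cytoplasmic cargo is degraded and loses fluorescence; 0% = median of neutral control wells and 100% = median of NaSCN control wells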
Wnt act: activates Wnt/beta-catenin signaling in a reporter cell assay; activator, plate reader; activation, % at 9.35 µM; actives 1.2% (n = 300,000); in the data active = activation above about 30%, passing the limit was not always enough;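 note: 0% = neutral control wells and 100% = positive control wells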
* hit, by the source's call; . = not tested or not shown.

| Compound | E coli growth | phage Ecoli inh | DAGLB inh | Rtt109 Vps75 | CAL PDZ inh | PvdQ inh | PfHsp90 yeast 2 | AddAB inh | Tat transport | Wnt act |
| --- | --- | --- | --- | --- | --- | --- | --- | --- | --- | --- |
| COc1ccc(C2NC(=S)N3C(c4ccc(OC)cc4)NC(=S)N23)cc1 (stereo unspecified) | 2.2 | 0.3 | -4.9 | 10.7 | -3.9 | -11.4 | -16.8 | 3.2 | 8.5 | . |
| COC(=O)C1N[C@@H]([C@@H](NC(=O)COc2ccccc2)C(=O)NCc2ccc(OC)cc2)SC1(C)C (stereo partly specified) | -0.3 | 1.4 | -0.7 | 1.5 | 0.6 | -9.9 | . | 1.6 | -0.8 | -1.9 |
| O=C(Cn1cc([N+](=O)[O-])cn1)Nc1ccn(Cc2c(F)c(F)c(F)c(F)c2F)n1 | -4.0 | 1.1 | -9.4 | -10.5 | -1.2 | -14.3 | 9.7 | 0.9 | 11.3 | 0.1 |
| Cc1cc(C)c(NC(=S)NCCO)c(C)c1 | -1.7 | 1.3 | 1.9 | -0.1 | -2.6 | -8.9 | -8.1 | 0.1 | 4.1 | -0.1 |
| COc1ccc(Cc2n[nH]c(=S)n2NC(=O)Nc2ccc(Cl)c(Cl)c2)cc1 | 4.1 | 1.7 | 3.6 | -3.5 | -3.6 | -4.8 | -93.0 | 3.8 | 4.9 | 4.0 |
| COc1cc(C2c3c(oc4cc(C)c(C)cc4c3=O)C(=O)N2c2cc(C)ccn2)ccc1O (stereo unspecified) | 2.9 | -1.8 | -2.3 | -9.4 | -1.1 | -13.1 | -10.7 | 0.8 | -7.5 | . |
| CCC(=O)Nc1ccc2nc(SCC(=O)N3CCCC3)sc2c1 | -1.1 | . | -1.7 | -1.3 | -1.9 | -6.1 | -20.7 | 0.1 | 0.6 | 2.9 |
| CC(=O)c1ccc(NC(=O)Nc2cccc(Cl)c2)cc1 | 9.6 | 10.9* | 3.1 | 15.2 | -6.6 | 13.9 | 5.0 | 5.9 | -9.0 | . |
| O=C(C(Cc1ccccc1)n1cccc1)N1CCc2ccccc21 (stereo unspecified) | -0.8 | 2.3 | -6.0 | 3.0 | -1.0 | -0.2 | -6.9 | 1.7 | 8.8 | 0.5 |
| COc1ccc(-n2nc(C(=O)NCC(=O)NCC3COc4ccccc4O3)c3ccccc3c2=O)c(OC)c1 (stereo unspecified) | -1.3 | 3.3 | 3.0 | 4.1 | -1.1 | 2.7 | 2.2 | 4.5 | 4.4 | -1.3 |
| Cc1cc(C)c(C#N)c(N2CCN(S(=O)(=O)Cc3ccccc3)CC2)n1 | 2.1 | 1.6 | -6.0 | 2.9 | -3.2 | -5.4 | 8.6 | 0.3 | -4.5 | -1.4 |
| O=C(NCC12CC3CC(CC(C3)C1)C2)c1nc2ncccn2n1 | -2.9 | 1.9 | 1.0 | 18.3 | -0.8 | -2.8 | 11.3 | -2.1 | 0.0 | . |
| CCc1cccc(CC)c1-n1c(SCC(=O)c2c(N)n(C)c(=O)n(C)c2=O)nnc1-c1cccnc1 | 0.8 | 3.0 | 2.9 | 0.0 | 0.1 | -7.7 | 8.1 | 1.1 | -9.7 | -3.5 |
| CCCC(=O)Nc1nc(C)c(-c2csc(Nc3ccc(Cl)cc3)n2)s1 | -1.7 | 1.3 | -0.1 | 6.3 | -0.5 | 21.0 | -5.5 | 3.2 | -1.8 | -5.4 |
| CC1Cc2nc(SCC(=O)N3CCCC3)n(C)c(=O)c2S1 (stereo unspecified) | -0.8 | 5.3 | 1.2 | -1.5 | -0.5 | 3.6 | -6.2 | 1.5 | 1.5 | -6.1 |
| O=C(COc1cc2oc(=O)cc(-c3ccccc3)c2cc1Cl)NC(Cc1c[nH]c2ccc(O)cc12)C(=O)O (stereo unspecified) | -0.8 | 1.9 | 1.1 | 25.7 | -0.1 | 8.3 | -36.4 | -1.0 | -6.0 | -1.2 |
| COc1ccccc1NC(=O)N1CCN(C)CC1 | -0.4 | 1.6 | -0.7 | -9.3 | -1.9 | -11.1 | -10.4 | -0.5 | 0.4 | -0.4 |
| CCOc1cc(/C=N\NC(=O)CN2CCOCC2)ccc1OCc1ccc(F)cc1 | 0.0 | 2.7 | 0.8 | -23.9 | -1.2 | -11.6 | 1.9 | 3.0 | 1.9 | 0.5 |
| CCSC(=Nc1ccccc1)C1=C(O)COC1=O | -2.4 | 1.4 | -2.8 | 0.6 | -1.6 | -10.5 | 3.6 | -0.4 | -2.9 | 3.4 |
| COC(=O)C1=C(C(=O)OC)SC2(S1)C(C(=O)OC)=C(C(=O)OC)SC1=C2c2cc(C)cc(C)c2NC1(C)C | 1.1 | 1.0 | -0.4 | -3.1 | . | -6.9 | -37.0 | 0.2 | 1.9 | -0.5 |
| COc1cccc(CNC(=O)CCC2CCCN(c3cc(C)nc(N)n3)C2)c1 (stereo unspecified) | -2.3 | 3.5 | 1.7 | -5.4 | -3.7 | -3.5 | -5.3 | 0.0 | -4.7 | -1.5 |
| COc1ccc(COCC(O)CN2CC(C)OC(C)C2)cc1OC (stereo unspecified) | -2.4 | 1.6 | 2.0 | 3.7 | 0.4 | -11.5 | -11.7 | 2.0 | 7.5 | -1.1 |
| c1cncc(Cc2cc3ccccc3[nH]2)c1 | 0.4 | 2.8 | 0.5 | -2.5 | -1.6 | -6.4 | -24.5 | -0.2 | -1.9 | . |
| C=CC(=O)Nc1cccc(CN2C(=O)N(c3cc(OC)cc(OC)c3)Cc3cnc(NCCCCN(CC)CC)nc32)c1 | . | . | 0.2 | 17.1 | -0.7 | -6.7 | 14.3 | . | 5.7 | . |
| CCCCCCSc1nc(O)c(C2OC(=O)c3c2ccc(OC)c3OC)c(=O)n1-c1ccccc1 (stereo unspecified) | 3.2 | 3.0 | 9.9 | 28.7 | -0.6 | -15.2 | -15.6 | 2.4 | -4.1 | . |

(further entries)
| Compound | E coli growth | phage Ecoli inh | DAGLB inh | Rtt109 Vps75 | CAL PDZ inh | PvdQ inh | PfHsp90 yeast 2 | AddAB inh | Tat transport | Wnt act |
| --- | --- | --- | --- | --- | --- | --- | --- | --- | --- | --- |
| Cc1ccc(CN2CCN(Cc3ccc(-n4cccn4)cc3C)CC2CCO)cc1 (stereo unspecified) | 0.0 | 2.2 | -1.1 | 0.6 | -3.0 | 4.2 | -11.5 | 2.7 | 7.5 | -1.5 |
| CCOC(=O)Cc1csc(NC(=O)Cc2ccc(Cl)cc2)n1 | 3.4 | 3.8 | 1.2 | 8.0 | -0.1 | -15.1 | 0.4 | 7.6 | 3.9 | -1.0 |
| O=c1[nH]c(CN2CCCCC2)nc2ccccc12 | 3.4 | 1.7 | -3.4 | -9.8 | -0.6 | -13.0 | 7.1 | 3.6 | 1.4 | . |
| O=C(O)CCc1ccc(-c2ccc(Cl)cc2)n1NC(=O)c1ccc(O)cc1 | 1.2 | 4.6 | 3.7 | -0.9 | -1.0 | 4.5 | -15.0 | 0.2 | -9.6 | -1.2 |
| Cc1cc(S(=O)(=O)n2[nH]c(=O)c(CCO)c2C)c(Cl)cc1Cl | -2.0 | 1.5 | -4.4 | 22.6 | -2.3 | 6.6 | 10.2 | 4.6 | -2.2 | 3.1 |
| Cc1ccc2cc(CN(Cc3nnnn3Cc3ccco3)CC3CCCO3)c(=O)[nH]c2c1C (stereo unspecified) | -1.4 | 2.1 | -0.5 | -4.0 | -1.7 | -2.2 | -12.0 | 0.3 | 4.3 | -1.1 |
| CNC(=O)c1ccc2snnc2c1 | -0.3 | 3.9 | 1.1 | 2.0 | -1.2 | -8.2 | -4.6 | 1.0 | 3.9 | -0.7 |
| CC1(C)OC(=O)N(CC(=O)Nc2cccc(C(F)(F)F)c2)C1(C)O (stereo unspecified) | 0.5 | 1.8 | 0.8 | 7.6 | -6.0 | -18.2 | . | 0.3 | -3.2 | -1.2 |
| CCCCOC(=O)NC(NCC(O)c1ccccc1)(C(F)(F)F)C(F)(F)F (stereo unspecified) | -0.2 | 1.9 | -3.8 | -4.3 | -2.6 | -8.0 | 18.6 | 2.0 | 6.2 | -2.8 |
| CC[C@H]1C/C=C\Cc2ccccc2[C@@H](C(=O)C[C@@H](O)CC(C)=O)OC1=O | -1.6 | 2.6 | -0.7 | -4.6 | 0.3 | 1.6 | -3.4 | 4.2 | -3.9 | -1.2 |
| CCOc1cccc(-c2c(C(=O)N/N=C(\C)c3ccncc3)nnn2-c2nonc2N)c1 | -0.2 | 1.7 | -2.3 | 8.9 | -2.4 | 5.1 | -7.4 | 1.5 | -4.5 | -0.7 |
| Cn1cccc1C(=S)N=P(C1CCCCC1)(N1CCOCC1)N1CCOCC1 | 1.7 | -1.6 | 3.5 | -2.9 | -1.5 | 19.5 | 17.9 | 0.1 | -8.9 | . |
| Oc1ccc2ccccc2c1C=Nc1ccc(Cl)cn1 | 0.9 | 2.8 | 1.4 | . | -2.5 | 1.0 | -5.3 | 1.6 | 3.2 | 45.7* |
| CCOc1ccc(CN2CCN(Cc3cccc4nonc34)CC2CCO)cc1 (stereo unspecified) | -0.1 | 2.0 | 0.8 | 4.5 | -2.5 | -2.2 | 25.3 | 0.0 | -3.6 | 0.7 |
| CC(C)CN(C(=O)CSc1nn(-c2ccc(Cl)cc2)c(=S)s1)C1CCS(=O)(=O)C1 (stereo unspecified) | -0.6 | 2.0 | 1.1 | 10.0 | -0.3 | 5.8 | 2.4 | 2.9 | 0.2 | -0.4 |
| CC(=O)c1cccc(NC(=O)c2sc3nc4n(c(=O)c3c2C)CCCC4)c1 | -1.3 | -0.2 | -2.1 | -5.3 | -1.2 | -13.7 | -35.6 | 0.8 | -2.8 | 3.9 |
| COc1cccc(CNC(=O)CCSCc2ccccc2F)c1 | -0.7 | 4.1 | -4.4 | 1.6 | -2.3 | -0.5 | 7.3 | 6.3 | -2.2 | 1.8 |
| CCN(CC(=O)Nc1ccccc1C(F)(F)F)C(=O)CCSc1ccc(F)cc1 | 0.2 | 2.1 | -4.7 | 0.7 | -0.8 | 8.0 | -17.6 | 1.2 | 5.6 | 1.3 |
| O=C(CCN1CCCCC1)N=Nc1c(O)[nH]c2ccccc12 | -0.2 | 5.5 | 0.3 | 10.1 | -0.2 | 7.3 | 13.7 | 1.4 | 3.0 | 0.0 |
| CCN(C(=O)Cn1c(=O)oc2cc(S(=O)(=O)N3CCCC3)ccc21)c1ccc(OC)cc1 | -0.4 | 1.3 | 5.0 | -3.8 | 0.2 | -0.5 | -6.3 | -1.8 | -6.6 | -2.1 |
| CCc1ccc(/C=N/n2c(COc3ccccc3)n[nH]c2=S)cc1 | -1.0 | 1.8 | 3.6 | 0.5 | -1.1 | -15.4 | 4.6 | 0.2 | 2.3 | 0.7 |

Full records as entered above. Values in the order: E coli growth | phage Ecoli inh | DAGLB inh | Rtt109 Vps75 | CAL PDZ inh | PvdQ inh | PfHsp90 yeast 2 | AddAB inh | Tat transport | Wnt act
CNC(=O)c1ccc2snnc2c1 reads -0.3 | 3.9 | 1.1 | 2.0 | -1.2 | -8.2 | -4.6 | 1.0 | 3.9 | -0.7
O=c1[nH]c(CN2CCCCC2)nc2ccccc12 reads 3.4 | 1.7 | -3.4 | -9.8 | -0.6 | -13.0 | 7.1 | 3.6 | 1.4 | .
CC1(C)OC(=O)N(CC(=O)Nc2cccc(C(F)(F)F)c2)C1(C)O (stereo unspecified) reads 0.5 | 1.8 | 0.8 | 7.6 | -6.0 | -18.2 | . | 0.3 | -3.2 | -1.2

No enrichment for hits (roughly 1.9% active in at least one column).
